Assay outcomes as filed in PubChem.
ST2 IL33 inh = inhibitors of human ST2 (IL1RL1) binding to IL-33, primary screen, biochemical, AlphaLISA; AlphaLISA ST2-Fc/biotin-IL-33 interaction, 1 h; inhibition, % for hits at 17 µM; 2.3% of 78,000 active; AID 1259354, 2018; in the data active = inhibition above about 30%; inconclusive = mostly about 10% to 28%
Target sequence (Q01638 whole entry, looked up): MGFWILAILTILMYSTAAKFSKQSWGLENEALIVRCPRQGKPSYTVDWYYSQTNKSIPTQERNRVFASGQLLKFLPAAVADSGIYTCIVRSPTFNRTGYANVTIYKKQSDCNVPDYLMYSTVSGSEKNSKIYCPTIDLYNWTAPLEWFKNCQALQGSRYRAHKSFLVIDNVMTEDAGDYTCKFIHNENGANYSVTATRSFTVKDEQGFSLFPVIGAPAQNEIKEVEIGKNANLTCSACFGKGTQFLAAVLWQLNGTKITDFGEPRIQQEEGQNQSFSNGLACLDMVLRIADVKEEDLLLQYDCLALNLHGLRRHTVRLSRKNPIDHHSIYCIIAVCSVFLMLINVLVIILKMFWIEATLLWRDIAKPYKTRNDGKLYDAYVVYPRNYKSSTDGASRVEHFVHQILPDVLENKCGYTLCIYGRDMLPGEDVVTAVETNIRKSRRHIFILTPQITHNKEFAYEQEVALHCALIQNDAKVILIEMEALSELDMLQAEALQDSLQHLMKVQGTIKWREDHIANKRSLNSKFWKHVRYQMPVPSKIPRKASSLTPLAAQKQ
* = called active by the depositor; i = inactive; u = inconclusive. Some of the compounds tested; count on the stated rates, not on these rows.

SMILES	ST2 IL33 inh
CCCOc1cc2oc(C)c(Oc3ccccc3)c(=O)c2cc1CC	i
Cc1cc([S-])c2n(cn[n+]2Cc2ccc(Cl)cc2Cl)n1	u
CC(C)n1c(=N)c(C(=O)NCCN2CCOCC2)cc2c(=O)n3ccccc3nc21	i
Cc1cccc(C2c3[nH]c4ccccc4c3CCN2C(=O)CCN2CCCCO2)n1 (stereo unspecified)	i
COc1ccc(-n2c(=O)c3c(n4cnnc24)-c2ccccc2CC32CCCC2)cc1	i
O=C(c1ccoc1)N1CC[C@@H](N2CCN(c3ccccc3F)CC2)[C@H](O)C1	i
COc1ccc(CN2CCN(c3ccc([N+](=O)[O-])cc3)CC2)cc1O	u
CCOC(=O)C1CCN(c2ncnc3c2cnn3-c2ccc(OC)cc2)CC1	i
CC(=O)Nc1cccc(C(=O)N(Cc2ccsc2)CC2CCCO2)c1 (stereo unspecified)	u
COc1ccc(N2CCN(c3ccc([N+](=O)[O-])c4cccnc34)CC2)c([N+](=O)[O-])c1	55%*
O=C(O)c1ccc(N=C2NC(=O)C(CO)(CO)S2)cc1	i
COc1cccc(C2CC(c3c(Cl)cccc3Cl)n3nc(N)nc3N2)c1 (stereo unspecified)	i
O=C(C1COc2ccccc2O1)N1CCc2ccccc21 (stereo unspecified)	i
COc1ccc(OC)c(NC(=O)CN(c2ccccc2Cl)S(=O)(=O)c2ccc(C)cc2)c1	u
Cc1nnc(NC(=O)CSC2=NCCS2)s1	u
CN1CCN(C(=O)c2cc3c(=O)n4ccccc4nc3n2C)CC1	i
COCC(=O)N[C@H]1CC[C@]2(C)CCC([C@H](C)C(=O)NCCN3CCOCC3)[C@H](O)[C@H]2[C@@H]1C (stereo partly specified)	i
COc1ccc(C(=O)N2CCOC(C(F)(F)F)C2)c(OC)c1OC (stereo unspecified)	i
C=CCC1c2cccc(C(=O)O)c2C(=O)N1c1cccc(C)c1 (stereo unspecified)	u
CCCC(CC)Oc1nc2ccccc2s1 (stereo unspecified)	i

Looked up by compound from the entries so far:
SMILES	ST2 IL33 inh
CCCC(CC)Oc1nc2ccccc2s1 (stereo unspecified)	i
CN1CCN(C(=O)c2cc3c(=O)n4ccccc4nc3n2C)CC1	i
COc1ccc(N2CCN(c3ccc([N+](=O)[O-])c4cccnc34)CC2)c([N+](=O)[O-])c1	55%*
COc1ccc(CN2CCN(c3ccc([N+](=O)[O-])cc3)CC2)cc1O	u
C=CCC1c2cccc(C(=O)O)c2C(=O)N1c1cccc(C)c1 (stereo unspecified)	u

The list continues:
SMILES	ST2 IL33 inh
O=C(NCc1cccnc1)c1cc(-c2ccc(Cl)c(Cl)c2)on1	u
COc1cc(OC)cc(-n2c(=O)c3sccc3n(Cc3ccc(F)cc3)c2=O)c1	i
CC(C)Cc1cc(CNC(=O)c2ccc(NC(=O)C3CCC3)cc2)on1	i
COc1cc2c(C(=O)N3CCC(C)CC3)cn(C)c(=O)c2cc1OC	i
Cc1ccc(NC(=O)C(C(C)C)N2C(=O)c3ccccc3C2=O)cc1 (stereo unspecified)	i
COc1cccc(CNS(=O)(=O)c2cccc3cccnc23)c1	i
CC(C)c1ccc(NC(=O)c2ccc3c(c2)NC(=O)C2CCCCN32)cc1 (stereo unspecified)	99%*
OC1(c2ccc(Cl)cc2)CCN(Cc2nc(Cc3ccccc3F)no2)CC1	i
COc1ccc2cc(CN3CCCC(O)(CO)CC3)ccc2c1 (stereo unspecified)	u
Cc1ccc(-c2noc(CCC(=O)NC3CCCC3)n2)cc1	i
CCOc1ccccc1C1C(C(=O)Nc2ccccc2OC)=C(C)Nc2nnnn21 (stereo unspecified)	i
CCOC(=O)C1C(=O)C=C(c2cccs2)CC1c1ccc(F)cc1 (stereo unspecified)	u
COc1ccccc1NC(=O)CSC1=Nc2ccccc2C2=NC(C(C)C)C(=O)N12 (stereo unspecified)	u
Cc1cc(C)n(C(=O)c2ccccc2F)n1	i
CC1CCc2c(sc(NC(=O)CCCn3cnc([N+](=O)[O-])n3)c2C(N)=O)C1 (stereo unspecified)	u
CCN1CCN(C(=O)c2ccc(N3CCC(N4CCOc5ccc(Cl)cc5C4)CC3)cc2)CC1	i
O=C(c1ccc(Cl)cc1)C(Oc1ccc(Cl)cc1)n1cncn1 (stereo unspecified)	i
COc1ccc(S(=O)(=O)N(CC(=O)NCc2ccccn2)c2ccc(C)cc2)cc1	i
CC(=O)C1=C(O)C(=O)N(CCCO)C1c1cccc([N+](=O)[O-])c1 (stereo unspecified)	i
O=C(O)c1cccc(CC2CCN(C(=O)c3cccc4nccnc34)CC2)c1	i

Part of the list above in order of SMILES length, smallest number first.
SMILES	ST2 IL33 inh
CCOc1ccccc1C1C(C(=O)Nc2ccccc2OC)=C(C)Nc2nnnn21 (stereo unspecified)	i
COc1ccc(S(=O)(=O)N(CC(=O)NCc2ccccn2)c2ccc(C)cc2)cc1	i
CCN1CCN(C(=O)c2ccc(N3CCC(N4CCOc5ccc(Cl)cc5C4)CC3)cc2)CC1	i

Other entries
SMILES	ST2 IL33 inh
CCOc1ccc(S(=O)(=O)Nc2ccc3oc4c(c3c2)C(=O)CCC4)cc1	i
O=C(Nc1ccc(N2CCOCC2)cc1)c1ccc(Br)cc1	i
CCS(=O)(=O)N1CCc2c(nc(C)nc2N(C)C)C1	i
CC1(C)NC(=O)N(CN2C(=O)NC(C)(C)C2=O)C1=O	i
CCOc1ccc(-c2cn(-c3ccc(OCC)cc3)c(=O)[nH]2)cc1	u
CCC1(C)CC(CCNCc2ccc(OC)c(OC)c2)(c2ccccc2OC)CCO1 (stereo unspecified)	i
Nc1nonc1-c1noc(Cn2nnc3ccccc32)n1	i
COc1cc(/C=C/C(=O)OC2C(CO)OC(OCCc3ccc(O)c(O)c3)C(OC3OCC(O)C(O)C3O)C2OC2OC(C)C(O)C(O)C2O)ccc1O (stereo unspecified)	i
N#Cc1c(-c2ccccc2)cc(-c2ccccc2)nc1SCC(=O)O	i
NC(=O)c1cncc(-n2ccnc2-c2ccccc2)c1	i
CSCC[C@@H](C(=O)NC1CCCCCC1)N1Cc2ccccc2C1=O	i
Cn1ccnc1CN1CCN(C(=O)c2cn(C/C=C/c3ccccc3)nn2)CC1	u
CC1CCCCC1NC(=O)C1CCN(S(=O)(=O)N2CCCCC2)CC1 (stereo unspecified)	i
O=C1CC(Cn2cnc(-c3ccccc3)c2C2CC2)CN1C1CCCC1 (stereo unspecified)	i
Nc1nonc1-c1noc(COc2ccc(Cl)cc2Br)n1	i
CCc1[nH]c2c(CNC(=O)Cc3c(C)noc3C)cc(F)cc2c1C	i
NC1=NC(=O)/C(=C/c2ccc(OCc3ccc(F)cc3)cc2)S1	u
CC1(C)CCCC2(C)C(CO)C3CCC2C31 (stereo unspecified)	i
O=C(OCC1(O)C(Cl)C=CC(OC(=O)c2ccccc2)C1O)c1ccccc1 (stereo unspecified)	i
O=C(Cn1cnc2sc3c(c2c1=O)CCCC3)NCC(=O)NC1CCCCCC1	i

A second format for part of the listing above.
| canonical_smiles | ST2 IL33 inh |
| --- | --- |
| O=C(c1ccoc1)N1CC[C@@H](N2CCN(c3ccccc3F)CC2)[C@H](O)C1 | i |
| COc1ccc(CN2CCN(c3ccc([N+](=O)[O-])cc3)CC2)cc1O | u |
| CCOC(=O)C1CCN(c2ncnc3c2cnn3-c2ccc(OC)cc2)CC1 | i |
| CC(=O)Nc1cccc(C(=O)N(Cc2ccsc2)CC2CCCO2)c1 (stereo unspecified) | u |
| COc1ccc(N2CCN(c3ccc([N+](=O)[O-])c4cccnc34)CC2)c([N+](=O)[O-])c1 | 55%* |
| O=C(O)c1ccc(N=C2NC(=O)C(CO)(CO)S2)cc1 | i |
| COc1cccc(C2CC(c3c(Cl)cccc3Cl)n3nc(N)nc3N2)c1 (stereo unspecified) | i |

The results go on:
SMILES	ST2 IL33 inh
C=C/C(C)=C/CC1C(=C)CCC2C(C)(C(=O)O)CCCC12C (stereo unspecified)	u
CCOc1ccc(CN2CCc3ccccc3C2)cc1	i
Cc1ccc2nc(CCNC(=O)c3cc(=O)[nH]c4ccccc34)[nH]c2c1	i
Fc1cnccc1N1CCN(Cc2ccccc2OC(F)F)CC1	i
c1ccc(Nc2c(-c3ccsc3)nc3sccn23)cc1	u
Cc1cccc(NC(=O)c2cc3ccccc3o2)c1C	i
COc1ccc(/C=C2\CCCC3=C2OC(N)=C(C#N)C3c2ccc(OC)cc2)cc1 (stereo unspecified)	u
CCC(=O)N1N=C2c3cc(OC)ccc3CCC2C1c1cccc([N+](=O)[O-])c1 (stereo unspecified)	u
CN1CCC(Cc2noc(CCc3nc4cccnc4n3C)n2)CC1	i
FC(F)(F)c1cc(-c2ccccc2)nc(-n2cc(Cl)cn2)n1	i
O=c1/c(=C/c2ccncc2)sc2n1CN(c1cccc(C(F)(F)F)c1)CN=2	u
CC1(C)Cc2c(oc3ncn4ncnc4c23)CS1	i
CCSc1nnc2c(n1)OC(C)(C)Nc1ccccc1-2	i
O=C(CSc1nc2c(sc3ccccc32)c(=O)n1CCCN1CCOCC1)c1ccccc1	u
CC(=O)NS(=O)(=O)c1ccc(NC(=O)CSc2ccccc2)cc1	i
O=c1c2cnn(-c3ccccc3)c2nc(-c2cccs2)n1-c1ccc(F)cc1	i
CCN1CCCC1CNC(=O)C1CCN(c2ccc(-c3cccs3)nn2)CC1 (stereo unspecified)	u
CCOc1ccc(-c2csc(Nc3ccc(F)cc3)n2)cc1[N+](=O)[O-]	i
CCSCCOC(=O)C1=C(C)NC2=C(C(=O)CCC2)C1c1ccc(N(CC)CC)cc1 (stereo unspecified)	u
O=C(NCCC1CN(Cc2ccco2)CCO1)C(=O)N1CCCC1 (stereo unspecified)	i
Cc1cc2nc(COc3ccc(Cl)cc3NC(=O)COc3ccc(C)c(C)c3)cc(=O)n2o1	i
O=C(CN1N=NC2C(=O)N(c3ccc(F)cc3)C(=O)C21)Nc1cccc(F)c1 (stereo unspecified)	i
Cc1nnc(-c2ccccc2-c2cccc(CN3CCOCC3)c2)o1	i
NC(=O)[C@H]1C[C@@H](O)[C@H](O)[C@H]2[C@@H]1SC(=Nc1ccccc1)N2CC1CCCCC1	i
CCN(CC)CC#CCN1CC(c2ccccc2)CC1=O (stereo unspecified)	i
c1ccc2c(c1)Oc1ccccc1C2n1nnc2ccccc21	i
CCCCn1c(COc2ccccc2)nc2ccccc21	u
Cc1ccc(CNC(=O)c2ccc3c(Cl)c4c(nc3c2)CCCC4)o1	i
CC(NC(=O)CN1C(=O)/C(=C\c2cccc(Cl)c2)Sc2ccccc21)c1ccccc1 (stereo unspecified)	i
CN(C)c1ccc(-c2nnc([C@H]3CCN(Cc4ccccn4)C3)o2)cc1	i

Exported as comma-separated lines: entries from further up
structure,ST2 IL33 inh
COc1cccc(C2CC(c3c(Cl)cccc3Cl)n3nc(N)nc3N2)c1 (stereo unspecified),i
O=C(C1COc2ccccc2O1)N1CCc2ccccc21 (stereo unspecified),i
COc1ccc(OC)c(NC(=O)CN(c2ccccc2Cl)S(=O)(=O)c2ccc(C)cc2)c1,u
Cc1nnc(NC(=O)CSC2=NCCS2)s1,u

New compounds follow.
SMILES	ST2 IL33 inh
CN(CCc1ccccc1)[C@@H]1[C@H](O)[C@H](CO)O[C@@H]1CNC(=O)Nc1ccc(F)cc1F	i
Cc1ccc(NCN2C(=O)C(=O)c3ccccc32)cc1	u
C=CCn1c(=O)c(C2=NS(=O)(=O)c3ccccc3N2)c(O)c2ccccc21	i
c1cnc(Nc2nc(-c3ccncc3)cs2)nc1	i
Cc1ccc(N(CC(O)CN2C(=O)NC(C)(C)C2=O)S(=O)(=O)c2ccc([N+](=O)[O-])cc2)cc1 (stereo unspecified)	i
CCOc1ccccc1C1C2=C(CC(C)(C)CC2=O)Nc2ccccc2N1C(C)=O (stereo unspecified)	i
Cc1cc(C)nc(N=C(N)Nc2cccc(Cl)c2)n1	i
CCN1C(=O)N(CCCc2cccnc2)C(=O)C12CCN(Cc1cn(C)c3ccccc13)CC2	u
COc1ccccc1N1CCN(C(=O)c2ccc([N+](=O)[O-])cc2)CC1	u
CC(Nc1nc(CCN)nc2ccccc12)c1cnn(-c2ccc(F)cc2)c1 (stereo unspecified)	u
CCC1CCCCN1Cc1c(O)ccc2cc(-c3nc4ccccc4[nH]3)c(=O)oc12 (stereo unspecified)	i
CSc1ccc(C2Nc3ccc(C(=O)c4ccccc4)cc3NC3=C2C(=O)CCC3)cc1 (stereo unspecified)	u
O=[N+]([O-])c1ccc(O)c(C=Nc2nc3c(O)cccc3s2)c1	i
Cc1cc(-n2cnnc2C2CCOCC2)n(C)n1	i
CCOCCCNC(=O)C1c2c(n(C)c3ccccc23)SCC(=O)N1c1ccc(C(=O)OCC)cc1 (stereo unspecified)	i
CCOC(=O)c1c(NC(=O)c2noc3c2CCCC3)sc(C(C)=O)c1C	u
O=C(/C=C/c1ccccn1)N(CC1CCN(C2Cc3ccccc3C2)CC1)CC1CCCO1 (stereo unspecified)	i
CCC(C)NC(=O)c1oc2ccc(S(=O)(=O)N(CC)CC)cc2c1C (stereo unspecified)	i
COc1ccc2cc3cc(C(=O)Nc4cccc(C#N)c4)sc3nc2c1	i
O=C(Nc1cc(Cl)ccc1Cl)[C@@H]1C[C@@H]1c1ccccc1	i
N#CC1=C(N)OC2=C(C(=O)CCC2)C1c1cc([N+](=O)[O-])cs1 (stereo unspecified)	u
O=C(NCCCN1CCCCC1)c1cccn1-c1nnc(N2CCCCC2)s1	i
O=c1oc2ccc(Cl)cc2nc1C=C(O)c1ccc(Br)cc1	i
CC(Oc1ccccc1)C(=O)Nc1c(C(=O)Nc2cccc(F)c2)oc2ccccc12 (stereo unspecified)	i
N#Cc1c(NC(=O)CN2CCCCCC2)sc2c1CCC2	i
Cc1ccc(NC(=O)c2cnc3n(c2=O)CCS3)cc1	i
CC(NS(=O)(=O)c1ccc(Cl)cc1)C(c1cccs1)N1CCN(c2ccccc2)CC1 (stereo unspecified)	i
O=C(CSc1ccccn1)Nc1ccc(Br)cc1	i
O=C(NC1CC1)c1cc2n(n1)CCCN(C(=O)Cc1c[nH]c3ccccc13)C2	u
Cc1ccc(F)c(Cn2cc(C3CC=CCC3)nn2)c1F (stereo unspecified)	u
CC(=O)N[C@H]1CC[C@]2(C)CCC([C@H](C)C(=O)N3CCCC3)[C@H](O)[C@H]2[C@@H]1C (stereo partly specified)	i
CC1(C)CC(=O)C2=C(C1)OC(N)=C(C#N)C2c1cccc(Oc2ccccc2)c1 (stereo unspecified)	i
